Tn6 DDE FP: disrupts Tn6 cyclic peptide binding to fibrin D-Dimer-E complex | P02675 | inhibition, % at 8.3 µM | 0.21% of 370,000 active | Fibrin DD(E) TRITC-Tn6 fluorescence polarization displacement;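 active means inhibition above a per-campaign cutoff: mean of compounds within control limits plus 3 SD, cut at about 15% in these data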;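 further: 0% = median of all compound wells on the plate and 100% = blocking peptide control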
ADAM17 inh: inhibitors of human ADAM17 | inhibition, % at 6.95 µM | recombinant ADAM17, EDANS/DABCYL FRET peptide cleavage | 0.83% of 370,000 active | P78536;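 active means inhibition above the mean of compounds lying between control limits plus 3 SD, set per campaign, cut at about 8.5% in these data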;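 further: 0% = DMSO-only wells as the low control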
Target sequence (P78536 215-824 limits assumed): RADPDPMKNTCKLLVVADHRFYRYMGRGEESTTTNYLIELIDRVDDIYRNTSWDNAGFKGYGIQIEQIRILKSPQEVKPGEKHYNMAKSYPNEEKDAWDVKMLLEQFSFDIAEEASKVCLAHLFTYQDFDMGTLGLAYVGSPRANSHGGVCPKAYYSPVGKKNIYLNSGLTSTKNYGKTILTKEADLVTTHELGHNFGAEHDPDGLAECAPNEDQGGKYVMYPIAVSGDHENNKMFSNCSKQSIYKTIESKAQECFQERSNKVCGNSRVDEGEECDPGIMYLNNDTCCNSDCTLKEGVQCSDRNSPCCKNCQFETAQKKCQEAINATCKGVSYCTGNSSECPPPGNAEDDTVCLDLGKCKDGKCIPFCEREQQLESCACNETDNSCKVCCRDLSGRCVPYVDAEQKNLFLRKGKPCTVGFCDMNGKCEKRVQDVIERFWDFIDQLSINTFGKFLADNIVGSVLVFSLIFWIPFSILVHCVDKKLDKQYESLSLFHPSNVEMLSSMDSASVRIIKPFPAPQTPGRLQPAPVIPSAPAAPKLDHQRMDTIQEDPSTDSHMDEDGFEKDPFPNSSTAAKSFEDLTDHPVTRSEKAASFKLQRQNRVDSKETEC
LEDGF integ inh: blocks HIV-1 LEDGF/p75-dependent DNA integration. TR-FRET IN-LEDGF/p75 DNA integration, Eu/Cy5. inhibition, % at 3.7 µM. 0.64% of 370,000 active. AID 743269;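 active means inhibition above the screen-wide mean plus 3 SD, cut at about 13% in these data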;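 further: signal is the Cy5 over europium emission ratio at 671 and 618 nm; 0% = plate median of compound wells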
ADAM10 inh: inhibitors of human ADAM10 | inhibition, % at 7 µM | recombinant ADAM10, EDANS/DABCYL FRET peptide cleavage, 3 h | 0.62% of 370,000 active | O14672;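 active means inhibition above a per-campaign cutoff equal to the mean of compounds falling between control-based bounds plus 3 SD, cut at about 20% in these data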;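 further: 0% = DMSO wells while the 100% control is not disclosed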
ARFGAP1 inh: rat ARFGAP1 inhibition | Q62848 | Arfgap1-stimulated ARF1 GTP hydrolysis, GDP FP detection | inhibition, % at 16.5 µM | 0.26% of 360,000 active;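 active means inhibition above a per-plate limit, mean inhibition of low control wells plus 3 SD, cut at about 25% in these data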;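 further: 0% = DMSO wells with enzyme and 100% = wells lacking Arfgap1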
Target sequence (Q62848 1-136 limits assumed): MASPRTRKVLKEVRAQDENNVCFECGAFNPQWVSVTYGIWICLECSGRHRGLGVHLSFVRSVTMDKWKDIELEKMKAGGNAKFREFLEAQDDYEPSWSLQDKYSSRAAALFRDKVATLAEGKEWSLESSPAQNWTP
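Material: rat Arfgap1 GAP domain (His6, aa 1-136), purified enzyme. Also added: human ARF1(Δ1-17)-GTP substrate. Compound dosing: 16.5 µM single point, 1.26% DMSO. Timing: enzyme reaction 120 min at 25 °C after 20 min preincubation. Signal: GDP detection by fluorescence polarization. Read-out basis: percent inhibition of GAP-stimulated GDP formation, scaled between DMSO and no-Arfgap1 medians.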
proKLK7 act: activates the human kallikrein-7 zymogen; P49862; purified proKLK7, EDANS-DABCYL substrate fluorescence; 100% is mature enzyme control, 0% vehicle; activation, % at 7 µM; 0.9% of 370,000 active; AID 652039;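 active means activation above the mean of all tested compounds plus 3 SD, computed per campaign excluding outliers beyond control limits, cut at about 13% in these data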
Target sequence (P49862 whole entry, looked up): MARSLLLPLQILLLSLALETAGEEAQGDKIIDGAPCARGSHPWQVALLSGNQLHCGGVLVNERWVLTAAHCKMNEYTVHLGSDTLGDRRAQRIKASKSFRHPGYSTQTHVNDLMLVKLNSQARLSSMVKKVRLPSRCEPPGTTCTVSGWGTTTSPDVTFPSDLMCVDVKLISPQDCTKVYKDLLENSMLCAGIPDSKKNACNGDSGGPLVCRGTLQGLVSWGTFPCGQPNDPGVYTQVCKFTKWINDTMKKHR
ASAP1 inh: blocks human ASAP1-stimulated Arf1 GTP hydrolysis; Q9ULH1; GDP FP detection; inhibition, % at 16.5 µM; 0.19% of 360,000 active; in the data active means inhibition above about 25%;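 further: 0% = vehicle with enzyme and substrate and 100% = no enzyme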
DDE Tn7 FP inh: disrupts Tn7 cyclic peptide binding to fibrin D-Dimer-E complex | P02675 | inhibition, % at 8.3 µM | 0.13% of 370,000 active | FP displacement of FITC-Tn7 peptide from fibrin DD(E); 0% = median of compound wells per plate;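 active means inhibition above the mean of compounds falling within the control limits plus 3 SD of them, cut at about 14% in these data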;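 further: 0% = plate median of compound wells and 100% = 10 µM Aha-Tn7 peptide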
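Assay system: Human clot-derived fibrin DD(E) complex | Buffer or medium: Tris/NaCl/CaCl2 buffer, pH 7.8 | Repeats: One replicate per compound | Benchmarks: Aha-Tn7 high control | Measure: % inhibition scaled between sample-field median and high-control FP | Schedule: 10 min plus 3 h, room temperature | Signal: Fluorescence polarization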
TDP2 inh: TDP2 (human) inhibition, absorbance primary screen; O95551; recombinant TDP2, T5PNP hydrolysis, p-nitrophenol absorbance 415 nm; inhibition, % at 12.8 µM; 0.34% of 370,000 active; AID 720702;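 active means inhibition above the mean of all tested compounds plus 3 SD, set per campaign, cut at about 25% in these data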;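 further: 0% = DMSO with enzyme and 100% = buffer with substrate but no TDP2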
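Assay system: recombinant human TDP2 / Reagent: T5PNP substrate at 5 mM, a TopII-DNA adduct mimic / Measured by: epi absorbance from released p-nitrophenol / Evaluation: % inhibition relative to enzyme-containing and enzyme-free wells / Control set: enzyme-free and DMSO wells / Replicates: each compound tested once, singlicate / Schedule: enzyme reaction with compound for 2 h at 37 °C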
PLCg1 inh: blocks human PLC-gamma1 enzyme activity; inhibition, % at 12.2 µM; P19174; purified PLC-gamma1, fluorogenic substrate, fluorescence; 0.84% of 370,000 active; in the data active means inhibition above about 9.5%
* = called active by the depositor; i = inactive; & = joins results of further samples.

no.	molecule	Tn6 DDE FP	ADAM17 inh	LEDGF integ inh	ADAM10 inh	ARFGAP1 inh	proKLK7 act	ASAP1 inh	DDE Tn7 FP inh	TDP2 inh	PLCg1 inh
1	CCCCc1cc2c(s1)CCCC/C2=N/O	-1	2	-6	5	6	-0.6	-2	5	-10	4
2	COC(=O)Nc1ccc(S(=O)(=O)NCc2ccccn2)cc1	1	-3	-1	-10	1	-0.3	-12	-4	-2	0
3	COC(=O)c1ccc(NC(=O)CSc2nnc(C)n2CC2CCCO2)cc1 (configuration not stated)	-3	1	0	1	-6	0.2	-2	0	5	-1
4	Nc1[nH]c(C(=O)c2ccc(Cl)cc2)c(-c2ccc(Br)cc2)c1C(=O)NCCc1c[nH]c2ccccc12	-9	3	4	0	5	0.1	2	3	6	-5
5	CC(=O)c1c(O)c2ccccc2n(C(C)C)c1=O	1	-6	-2	-7	-6	0.1	-17	3	11	-7
6	Cc1ccc(C(=O)Nc2ccc(S(=O)(=O)N3CCOCC3)cc2)cc1	-4	2	2	4	-10	-0.2	6	-3	13	-1
7	CNC(=S)NC1CC2CCCC(C1)N2Cc1ccc(C)cc1 (configuration not stated)	1	-2	-2	-2	0	0.3	8	3	-6	3
8	CCOC(=O)C1(Cc2cccc(F)c2)CCN(C(=O)Cn2cnnn2)CC1	-1	2	1	4	4	0.3	2	0	-7	8

Grouped by structure: those above containing four or more nitrogen atoms (3)
no.	molecule	Tn6 DDE FP	ADAM17 inh	LEDGF integ inh	ADAM10 inh	ARFGAP1 inh	proKLK7 act	ASAP1 inh	DDE Tn7 FP inh	TDP2 inh	PLCg1 inh
3	COC(=O)c1ccc(NC(=O)CSc2nnc(C)n2CC2CCCO2)cc1 (configuration not stated)	-3	1	0	1	-6	0.2	-2	0	5	-1
4	Nc1[nH]c(C(=O)c2ccc(Cl)cc2)c(-c2ccc(Br)cc2)c1C(=O)NCCc1c[nH]c2ccccc12	-9	3	4	0	5	0.1	2	3	6	-5
8	CCOC(=O)C1(Cc2cccc(F)c2)CCN(C(=O)Cn2cnnn2)CC1	-1	2	1	4	4	0.3	2	0	-7	8

New compounds follow:
no.	molecule	Tn6 DDE FP	ADAM17 inh	LEDGF integ inh	ADAM10 inh	ARFGAP1 inh	proKLK7 act	ASAP1 inh	DDE Tn7 FP inh	TDP2 inh	PLCg1 inh
9	O=C(CCN1C(=O)C2C3CCC(C3)C2C1=O)Nc1ccc(Br)cc1 (configuration not stated)	3	-3	-3	-1	4	0.0	6	5	-10	3
10	CN(c1nc2ccccc2nc1Cl)S(=O)(=O)c1ccccc1	2	1	5	10	-4	0.4	-5	6	16	4
11	NS(=O)(=O)c1ccc(NC(=O)c2ccc(CSc3ccccc3)o2)cc1	3	-4	-1	-4	11	0.2	-4	0	-3	4
12	N#Cc1cc(-c2cccc(Cl)c2)c[nH]c1=O	-10	-35	1	-138	-3	2.6	-8	1	4	-7
13	Cc1nnc(C)n1/N=C/c1cccs1	1	-3	-1	-9	1	0.1	4	5	12	0
14	O=C(COn1nnc2ccc(C(F)(F)F)cc21)Nc1c(Cl)cccc1Cl	5	4	-3	-6	8	-0.3	4	-1	-14	4
15	Cc1cccc(OCC(=O)NCc2ccc(F)cc2)c1	0	3	4	6	-3	0.7	-4	-7	2	0
16	COC(=O)[C@@]12C[C@@H](CC(=O)N3CCSCC3)C(=O)N(Cc3ccccc3)C1=CCC(C)(C)C2	-1	-5	-1	-7	-4	-0.2	5	-3	8	3
17	Cc1ccc2nc(C(C)O)[nH]c2c1 (configuration not stated)	0	-3	0	-3	2	0.7	-1	-6	12	-1
18	O=C(c1ccc(Cl)cc1)N1CCN=C1c1ccccc1	-12	-3	-1	-3	4	-0.5	-10	-6	10	0
19	Cc1cc(C(=O)N2CCN(c3ncccc3C#N)CC2)no1	7	-29	-1	-70	-11	0.4	14	-3	10	-21
20	O=S(=O)(NC1CCCCC1)c1cccc(-c2nnc(-c3ccccc3)o2)c1	4	-2	-3	-1	3	0.0	5	3	-8	1
21	c1ccc(-c2noc(-c3cccc4ccccc34)n2)nc1	-7	-51	-2	-158	10	-0.3	-3	-6	-1	-14
22	Cc1ccc(-c2nc(NC(=O)c3nn(C)cc3[N+](=O)[O-])sc2C)cc1	0	-1	-1	9	8	-0.2	16	5	7	1
23	CCOC(=O)Cn1ccc(NC(=O)COc2ccc(F)cc2)n1	-5	1	0	3	6	-0.4	-7	-1	9	2
24	Cc1ccc(OCCCC(=O)N(C)CC(=O)Nc2ccccc2Cl)cc1	-10	-4	1	-7	1	-0.1	-5	7	11	-6
25	CCc1cc(S(N)(=O)=O)cc(CC)c1NC(C)=O	6	-3	-2	-5	-13	-0.1	-5	2	7	1
26	COc1ccc(NC(=O)CSC2CCCCC2)cc1	-7	-1	-1	-5	-2	-0.2	-7	2	-1	0
27	CCOC(=O)N1CCN(CCC(=O)Nc2cccc(C)c2)CC1	-8	0	-1	3	10	0.6	2	-4	-1	-1
28	O=C(Nc1ccccc1Oc1ccccc1)C1CCCC1	6	5	0	7	2	-0.5	-2	-2	-3	4
29	Cc1ccc(C(O)CCc2ccc(N)cc2)cc1 (configuration not stated)	0	1	1	2	6	0.5	-5	-1	-7	6
30	COc1cc(S(=O)(=O)NC(C)C)ccc1Cl	-8	-5	0	2	-2	-0.3	-2	1	2	0
31	Cc1ccc2[nH]c(=O)c(C(c3nnnn3Cc3ccccc3)N3CCc4ccccc43)cc2c1 (configuration not stated)	3	-20	1	-57	20	-0.4	6	2	0	-21
32	COc1ccc2nc3c(cc2c1)c(NC(=O)C1CCCO1)nn3CC(C)C (configuration not stated)	-6	-168	-5	i	6	1.8	1	3	-4	i
33	O=C(NCc1ccccn1)c1ccc(/C=N/O)nc1	7	-1	3	0	-8	-0.2	0	-12	-5	0
34	CN(c1ccccc1)S(=O)(=O)c1ccc(C(=O)NCC2CCCO2)cc1 (configuration not stated)	-5	-4	-2	1	-4	0.6	8	7	-3	-3
35	NC(=O)c1ccc(NC(=O)COC(=O)c2ccc3c(c2)OCO3)cc1	-6	-3	0	-5	14	0.6	1	-4	5	1
36	COc1ccc(CCCc2nnc(SCC(=O)Nc3ccc(C)c(C)c3)o2)cc1	-19	0	-7	6	8	0.1	7	-5	-5	0
37	CCc1nc2c(OCc3ccc4c(c3)OCO4)cccn2c1N(C=O)Cc1ccc(OC)cc1	0	2	3	-10	11	0.8	-4	-10	1	-7
38	CC(=O)Oc1ccc(N(C(C)=O)S(=O)(=O)c2cccs2)c2ccccc12	2	-4	0	-4	-13	2.1	-3	7	8	-6
39	O=C(NC1CCC(C(=O)O)CC1)OCc1ccccc1 (configuration not stated)	-1&0&2	-4&1&-1	-1&-8&0	-11&-5&4	-3&21&11	0.1&0.4&0.3	-14&3&12	1&-2&-6	-1&-4&0	3&1&-1
40	Cc1cc(C(=O)NNC(=S)NC(C)c2ccccc2)c2ccccc2n1 (configuration not stated)	3	-7	0	-19	11	-0.1	-1	-1	-1	-12
41	O=C(Nc1nccs1)c1ccc(Cl)c(S(=O)(=O)N2CCOCC2)c1	5	-1	0	0	7	-0.9	-5	-5	3	-3
42	Cc1ccc(Cl)cc1NC(=O)c1ccccc1OCC(=O)Nc1ccc(Cl)cc1	1	-1	3	-1	10	0.3	2	3	3	4
43	COc1ccc(C(=O)O/N=C(\N)c2ccccc2)cc1OC	1	1	4	-6	2	0.2	2	2	2	0
44	CCN(CC)S(=O)(=O)c1ccc(Cl)c(NC2=NCCCCC2)c1	1	3	3	3	-1	0.1	1	-3	-7	0
45	C[C@H](O)[C@@H]1C(=O)N2CCc3ccc(N4CCOCC4)cc3[C@@H]2C[C@@H]1N(C)S(=O)(=O)c1ccccc1	-7	-12	5	-30	-11	0.5	11	5	-4	-64
46	Cc1cc2nnc(SCC(=O)Nc3cccc(S(=O)(=O)N4CCOCC4)c3)n2c2ccccc12	-1	0	3	3	7	-0.4	-6	-3	8	-5
47	CCCCCCNC(=O)Cc1c(O)c2ccccc2[nH]c1=O	6	-12	0	-38	3	1.5	-10	1	0	-11
48	COC(=O)c1ccc(COc2ccccc2[N+](=O)[O-])o1	-9	-1	1	8	7	0.0	-5	3	6	3

Quoted from the listing:
Reading for COc1ccc(C(=O)O/N=C(\N)c2ccccc2)cc1OC in ARFGAP1 inh: 2
Reading for O=C(Nc1nccs1)c1ccc(Cl)c(S(=O)(=O)N2CCOCC2)c1 in ASAP1 inh: -5
Reading for CCCCCCNC(=O)Cc1c(O)c2ccccc2[nH]c1=O in PLCg1 inh: -11
Reading for C[C@H](O)[C@@H]1C(=O)N2CCc3ccc(N4CCOCC4)cc3[C@@H]2C[C@@H]1N(C)S(=O)(=O)c1ccccc1 in ARFGAP1 inh: -11

Remaining list, next part.
no.	molecule	Tn6 DDE FP	ADAM17 inh	LEDGF integ inh	ADAM10 inh	ARFGAP1 inh	proKLK7 act	ASAP1 inh	DDE Tn7 FP inh	TDP2 inh	PLCg1 inh
49	COc1cc2ccccc2cc1C(=O)N/N=C/c1cccnc1	5	-12	1	-27	1	-1.1	-12	-7	-5	-13
50	Cc1ccc(NC(=O)c2ccc(Cl)cc2[N+](=O)[O-])nc1	0	-87	-2	-293	-9	-0.5	4	3	-4	-28
51	COc1ccc(CC(=O)OCC(=O)Nc2c(C)n(C)n(-c3ccccc3)c2=O)cc1	-1	-6	0	-7	-2	0.0	-10	-2	1	1
52	COc1ccc(NC(=O)c2ccc(S(=O)(=O)N(C)C)cc2)cc1	-1	-1	0	-9	-2	0.0	0	0	2	2
53	O=C(c1cccc(C(F)(F)F)c1)C1CCCN(C(=O)c2cc(C3CC3)[nH]n2)C1 (configuration not stated)	0	0	2	-4	0	0.7	9	0	7	1
54	Cc1nn2c(=S)[nH]nc2[nH]c1=O	-1	-3	-2	-18	3	1.2	4	8	8	-8
55	N#CCn1cc(/C=N/NC(=O)c2cc3c(ccc4ccccc43)o2)c2ccccc21	-8	-52	3	-101	21	35*	8	0	-5	-283

In the list so far, two have bromine.
no.	molecule	Tn6 DDE FP	ADAM17 inh	LEDGF integ inh	ADAM10 inh	ARFGAP1 inh	proKLK7 act	ASAP1 inh	DDE Tn7 FP inh	TDP2 inh	PLCg1 inh
4	Nc1[nH]c(C(=O)c2ccc(Cl)cc2)c(-c2ccc(Br)cc2)c1C(=O)NCCc1c[nH]c2ccccc12	-9	3	4	0	5	0.1	2	3	6	-5
9	O=C(CCN1C(=O)C2C3CCC(C3)C2C1=O)Nc1ccc(Br)cc1 (configuration not stated)	3	-3	-3	-1	4	0.0	6	5	-10	3

Screens (PubChem BioAssay)
